Screening results (PubChem BioAssay)
West Nile antiviral: inhibition of WNV-induced cytopathic effect – cell-based, CPE readout (AID 1621) | West Nile virus-infected cells, CPE inhibition; higher % means a stronger effect | CPE inhibition, % at 10 µM, or IC50 in µM where a hit was titrated | hit rate 0.02% among 290,000; in the data active = a potency from the dose series; inconclusive = CPE inhibition mostly from about 3.7% at the one dose, without a potency; inactive = the rest, 99 in 100 with CPE inhibition below about 2.2%; also: strong numbers were not always called active
NTR1 agonist: agonists of NTR1, primary screen, imaging, U2OS cells, beta-arrestin-GFP, high content (AID 493036). hit rate 0.17% among 330,000. P30989. activation, % at 20 µM. NTR1-U2OS beta-arrestin-GFP spot imaging, agonist mode;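 active = activation at or above 40% of the spot to cytoplasm intensity ratio, with at least 20 cells analyzed; inconclusive = wells under 20 cells, flagged as cytotoxic or low count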;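 also: 0% = DMSO without peptide and 100% = 100 nM NTR1 peptide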
Target sequence (P30989 whole entry, looked up): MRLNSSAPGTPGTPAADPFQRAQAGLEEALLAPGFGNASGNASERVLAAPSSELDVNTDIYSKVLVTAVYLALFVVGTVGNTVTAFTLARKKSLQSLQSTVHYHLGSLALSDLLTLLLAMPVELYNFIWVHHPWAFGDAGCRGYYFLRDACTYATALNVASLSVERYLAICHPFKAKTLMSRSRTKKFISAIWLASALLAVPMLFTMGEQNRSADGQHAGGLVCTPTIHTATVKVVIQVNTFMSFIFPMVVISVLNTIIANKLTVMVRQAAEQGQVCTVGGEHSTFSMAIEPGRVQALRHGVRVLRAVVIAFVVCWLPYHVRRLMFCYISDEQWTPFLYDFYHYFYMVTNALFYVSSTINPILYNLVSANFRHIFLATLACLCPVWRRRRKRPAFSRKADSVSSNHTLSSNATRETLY
SV40 large T antigen: TAg ATPase/helicase activity blockers – biochemical (AID 1903). SV40 large T antigen ATPase/helicase inhibition assay; higher % means a stronger effect. inhibition, % at 20 µM, or IC50 in µM where a hit was titrated. hit rate 0.39% among 310,000; in the data active = a potency from the dose series; inconclusive = inhibition mostly from about 32% at the one dose, without a potency; inactive = the rest, 99 in 100 with inhibition below about 32%; also: strong numbers were not always called active
SIAH1 antagonists: Siah-1 peptide-binding antagonists, primary screen, biochemical, fluorescence polarization, rhodamine-plectin, uHTS (AID 1817). Siah-1 / rhodamine-plectin peptide fluorescence polarization; higher % means a stronger effect. displacement, % at 20 µM; hits with a dose series show IC50 in µM. hit rate 0.02% among 290,000;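 active = displacement of at least 50% at 20 µM, with a fluorescence ratio check between 0.3 and a set limit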;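 also: plate controls were Siah plus tracer with DMSO for no effect and tracer alone without Siah for full effect; strong numbers were not always called active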
RSV CPE inhibition: inhibition of RSV-induced cytopathic effect – HEp-2 cells, primary 10 µM value included (AID 2391); HEp-2 cells, RSV-induced CPE inhibition; higher % means a stronger effect; CPE inhibition, % at 10 µM; hits with a dose series show IC50 in µM; hit rate 0.13% among 310,000; in the data active = a potency from the dose series; inconclusive = CPE inhibition mostly from about 23% at the one dose, without a potency; inactive = the rest, 99 in 100 with CPE inhibition below about 21%; also: strong numbers were not always called active
K1F lysis inhibition: protection from phage-mediated lysis, alamar blue read-out – E. coli UTI89, K1F phage, bacterial capsule biogenesis inhibitors (AID 488966); one-dose inhibition, % at 100 µM; IC50 in µM for titrated hits; hit rate 0.02% among 340,000; E. coli UTI89 K1F phage lysis, alamar blue, 2 h; higher % means a stronger effect;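 active = phage lysis inhibition, versus mean bacterial control, above a set limit; inconclusive = no clear call, values can overlap the other calls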;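 also: capsule biogenesis inhibitors block K1F phage lysis so surviving cells raise fluorescence; higher fluorescence means more inhibition of phage lysis; actives were called in the ten point dose series up to 300 µM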
AID2073: disruptors of CaV2.2 binding to Mint1 – biochemical, HTRF (AID 2073); hit rate 0.19% among 290,000; HTRF protein-protein interaction, Mint1-CaV2.2; higher % means a stronger effect; inhibition, % at 20 µM, or IC50 in µM where a hit was titrated; in the data active = inhibition mostly above about 51%, no sharp cut-off; inconclusive = no clear call, values can overlap the other calls; inactive = mostly below about 53%; also: some results filed as inactive read as strong as hits
MgcRacGAP inhibition: MgcRacGAP GTPase-activating activity inhibitors, confirmation, biochemical, ADP Hunter fluorescence | MgcRacGAP-stimulated Rac1 GTP hydrolysis, ADP Hunter fluorescence; higher % means a stronger effect; GST-tagged Rac1 F28L mutant substrate | inhibition, % at 30 µM, or IC50 in µM where a hit was titrated | hit rate 0.6% among 340,000;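 active = first-screen hits whose inhibition reached a set limit at any dose in the follow-up dose series; inconclusive = inhibition above the set first-screen limit but never retested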;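 also: fluorescence reports GDP produced by GAP-driven GTP hydrolysis; strong numbers were not always called active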
Dengue-2 NS5 capping: Dengue-2 NS5 methyltransferase inhibitors, primary screen, biochemical, confirmation dose response (AID 588689) | Dengue-2 NS5 methyltransferase capping enzyme assay, biochemical; higher % means a stronger effect | one-dose inhibition, % at 25 µM; IC50 in µM for titrated hits | hit rate 0.3% among 340,000; in the data active = a potency from the dose series; inconclusive = inhibition above about 29% without an active follow-up result
NTR1 agonist cell count 20 µM: further read-out of NTR1 agonist, marked with its call; cell count; measured here: cell count, cytotoxicity flag
Dengue-2 NS5 capping pilot replicate: recorded beside Dengue-2 NS5 capping, whose call it bears; inhibition, %; measured here: pilot screen replicate inhibition
* hit, by the source's call; ? = inconclusive; . = not tested or not shown; [ ] = another dose, or the depositor's remark.

Start of the data: the first 2 compounds, ahead of the listing:
SMILES	West Nile antiviral	NTR1 agonist	NTR1 agonist cell count 20 µM	SV40 large T antigen	SIAH1 antagonists	RSV CPE inhibition	K1F lysis inhibition	AID2073	MgcRacGAP inhibition	Dengue-2 NS5 capping	others
CC1=NN(C(=O)CSCc2ccccc2)C(O)(c2ccc(Cl)cc2)C1 (stereo unspecified)	-1.8%	-0.3	50	4.1%	13.0%	1.9%	-0.2%	8.0%	4.9%	-4.6%
Cc1ccc(S(=O)(=O)N2CCN(C(=O)/C=C/c3ccco3)CC2)cc1	-0.6%	4.4	38	15.3%	11.7%	3.1%	5.4%	71.7%	13.4%	1.1%

The whole of this part, repeating the preview:
SMILES	West Nile antiviral	NTR1 agonist	NTR1 agonist cell count 20 µM	SV40 large T antigen	SIAH1 antagonists	RSV CPE inhibition	K1F lysis inhibition	AID2073	MgcRacGAP inhibition	Dengue-2 NS5 capping	others
CC1=NN(C(=O)CSCc2ccccc2)C(O)(c2ccc(Cl)cc2)C1 (stereo unspecified)	-1.8%	-0.3	50	4.1%	13.0%	1.9%	-0.2%	8.0%	4.9%	-4.6%
Cc1ccc(S(=O)(=O)N2CCN(C(=O)/C=C/c3ccco3)CC2)cc1	-0.6%	4.4	38	15.3%	11.7%	3.1%	5.4%	71.7%	13.4%	1.1%
Cc1ccc(C(=O)NC(=S)NCC2CCCO2)cc1 (stereo unspecified)	0.1%	1.5	43	8.2%	5.3%	0.7%	-0.2%	12.6%	-1.0%	-0.7%
CCOC(=O)C(Sc1nn(C)c(=S)s1)C(C)=O (stereo unspecified)	0.8%	-0.2	96	0.6%	-3.4%	1.8%	0.2%	-15.6%	-5.8%	-16.2%
COc1cc(N/C=C(\C(C)=O)c2ccccc2)cc(OC)c1	-0.1%	1.4	64	6.3%	4.9%	0.4%	-0.1%	11.3%	5.8%	-2.8%
O=C(NCC1CCCO1)C1CCN(S(=O)(=O)c2cccc3cccnc23)CC1 (stereo unspecified)	0.2%	-0.6	78	7.4%	-3.7%	-0.5%	5.3%	7.0%	5.1%	-5.2%
COC(=O)c1ccc2c(=O)n(CCCN3CCOCC3)c(=S)[nH]c2c1	-0.4%	-0.2	71	5.0%	3.0%	-1.4%	-1.1%	-43.0%	2.3%	-9.0%
COc1cc(OC)cc(-c2cc3nc4c(c(N5CCN(c6ncccn6)CC5)n3n2)CCCC4)c1	1.4%	8.2	60	13.5%	2.1%	11.8%	-0.2%	38.4%	9.1%	-2.1%
O=C(NNC(=S)Nc1ccc(Cl)cc1)c1cccs1	1.2%	0.9	52	.	-5.1%	3.0%	-1.4%	-7.9%	10.3%	-9.3%
COc1cccc(/C=C(\CC(=O)O)c2nc3ccccc3s2)c1	0.1%	0.4	32	7.2%	3.4%	0.8%	-0.2%	-2.6%	-2.5%	-6.4%
COc1cc(SC)ccc1C(=O)Nc1cccc(C2OCCCO2)c1	-0.6%	1.7	55	-4.7%	-2.9%	5.7%	-0.1%	13.6%	8.0%	-3.2%
Cc1cc(=O)[nH]c(N2CCN(c3ccc(Cl)cc3)CC2)n1	-1.1%	.	.	-1.1%	.	2.6%	0.4%	.	10.6%	0.6%
Cc1cccc(C)c1NC(=O)CSc1nnc(C)n1CC1CCCO1 (stereo unspecified)	0.7%	-0.9	56	8.5%	3.0%	2.3%	1.1%	6.6%	0.5%	-3.6%
O=C(Cc1ccc(F)cc1)N[C@@H]1c2ccccc2CC[C@@H]1OCc1ccccc1	.	3.6	62	.	.	.	0.2%	.	8.9%	6.0%	Dengue-2 NS5 capping pilot replicate=0.3
Cc1cc(C)c(S(=O)(=O)NCCC2CCCN2C)c(C)c1 (stereo unspecified)	-0.2%	0.6	52	2.4%	0.8%	-1.4%	0.3%	-6.5%	11.4%	1.2%	Dengue-2 NS5 capping pilot replicate=-4.3
O=C(c1ccc(F)cc1)N(c1ccccn1)C1CCCCC1	-1.2%	0.4	53	1.0%	-2.0%	0.7%	-0.1%	6.1%	0.4%	0.0%
CC(C)=CC(=O)OCC(=O)Nc1cc(C)cc(C)c1	0.1%	0.6	47	7.1%	1.5%	0.6%	-0.5%	-4.1%	1.4%	-12.5%
CN(C)c1ccc(CCc2ccc(N)cc2)cc1	.	0.6	57	20.6%	.	.	0.1%	.	31.6%	-3.1%
Cc1cc(C)c2c(NC(=O)CCl)nn(C)c2n1	0.7%	0.7	62	5.5%	-0.1%	3.3%	0.1%	5.1%	3.5%	0.0%
O=[N+]([O-])c1cc([N+](=O)[O-])c(Oc2ccc(Br)cc2Br)cc1NN1CCCCC1	-0.7%	5.5	54	14.3%	0.1%	0.3%	-0.2%	14.7%	6.2%	-0.8%
Cc1cccc(C)c1OCCSc1nc2ccccc2n1CC(=O)O	0.5%	1.2	74	7.2%	-1.4%	1.4%	0.3%	0.7%	12.5%	9.4%
O=C(NCC(=O)N1CCCC1)c1ccccc1F	-0.4%	-1.1	43	6.9%	5.8%	0.7%	-0.1%	7.8%	3.6%	0.0%
C/C(=N\Nc1nnc(-c2ccccc2)c(-c2ccccc2)n1)c1cccc([N+](=O)[O-])c1	16.4%	10.4	72	4.4%	1.7%	.	0.1%	26.3%	3.4%	-3.2%
CN1C(=O)C2(OCCCO2)c2cc(Cl)ccc21	-0.7%	-0.2	57	6.3%	16.8%	1.2%	-0.1%	-1.1%	12.3%	0.7%	Dengue-2 NS5 capping pilot replicate=-4.6
CCN(CC)S(=O)(=O)c1ccc(N2CCN(S(=O)(=O)c3ccccc3)CC2)nc1	0.2%	2.5	61	.	1.7%	.	-0.2%	10.8%	6.4%	-4.2%
Cc1nonc1OC(C)CNCCNc1ccc([N+](=O)[O-])cc1 (stereo unspecified)	-0.2%	-0.4	48	9.1%	3.2%	2.6%	.	-10.1%	.	.
CCn1cc(/C=C/C(=O)Nc2c(C)nn(Cc3ccccc3)c2C)cn1	-0.4%	2.0	58	19.7%	-1.8%	1.6%	2.2%	-6.2%	5.4%	2.2%
COc1ccc([N+](=O)[O-])cc1NC(=O)CC(c1ccccc1)c1ccccc1	-0.6%	4.0	56	6.4%	1.2%	3.5%	0.4%[50 µM]	-1.0%	11.0%	-5.8%
COc1cccc(N2CCN(C(=O)C3CCC(=O)N(C4CCCCCC4)C3)CC2)c1 (stereo unspecified)	-0.9%	0.7	58	1.1%	-8.6%	6.8%	0.2%	7.5%	1.2%	-5.9%
O=Nc1c(-c2ccccc2)[nH]n(-c2ccccc2)c1=O	1.4%	1.6	82	2.3%	-2.5%	10.1%	-0.2%	3.9%	-3.9%	2.6%	Dengue-2 NS5 capping pilot replicate=3.6
COc1ccc(-c2cc3ccc(F)cc3cn2)cc1	.	-1.9	42	.	.	.	-1.3%	.	5.5%	-7.1%
Cc1cc(=O)oc2cc(OCC(=O)Nc3ccc4[nH]c(=O)[nH]c4c3)ccc12	.	-0.4	52	11.5%	.	-2.1%	-0.9%	.	12.8%	-8.1%
Cc1ccc(CSc2nnc(CCCCCNC(=O)OC(C)(C)C)o2)cc1	-0.3%	2.3	62	22.0%	-0.2%	.	-1.0%	-21.8%	13.4%	-0.8%
COc1cc2c(cc1NC(=O)COC(=O)CNC(=O)c1ccccc1)oc1ccccc12	0.7%	2.7	53	9.6%	-2.8%	10.3%	0.4%	27.5%	12.1%	-3.8%
Cc1c(C(=O)NCc2ccc3c(c2)OCO3)oc2ccc(S(=O)(=O)N3CCCCCC3)cc12	-0.6%	9.5	76	5.3%	4.5%	14.1%	0.1%	6.8%	8.6%	4.0%
COc1ccc(-c2cc(C(=O)N/N=C(\C)c3ccco3)c3ccccc3n2)c(OC)c1	-0.8%	0.5	74	10.4%	2.7%	4.1%	0.0%[50 µM]	22.6%	-3.3%	-1.9%
COC(=O)c1ccc(N2CN=C(c3ccc(C)cc3)NC2=S)cc1	0.1%	-0.8	83	16.8%	-0.5%	3.0%	0.3%	7.7%	12.3%	-5.4%
CCC(C)N(NC(C)=O)c1nc(Cl)nc(NC(C)(C)C)n1 (stereo unspecified)	1.4%	0.8	65	-8.2%	1.6%	0.9%	2.0%[50 µM]	-9.9%	2.8%	7.5%
COCCN(CCOC)S(=O)(=O)c1ccc(C(=O)Nc2c(C)n(C)n(-c3ccccc3)c2=O)cc1	0.3%	1.5	62	4.8%	14.8%	1.8%	0.3%	17.0%	6.7%	1.6%
COc1ccc(C2SCCN2C(=S)Nc2ccc(F)cc2)cc1 (stereo unspecified)	-0.2%	1.2	51	7.1%	6.5%	6.3%	-0.3%	?	8.1%	-3.6%
COc1ccccc1N(C)S(=O)(=O)c1ccc(C(=O)NC(C)c2ccccc2)cc1 (stereo unspecified)	-0.1%	2.0	50	14.3%	-0.6%	6.0%	0.3%	1.7%	4.9%	2.3%
c1ccc(OCc2nn3c(-c4cccnc4)nnc3s2)cc1	-0.5%	-0.7	94	12.5%	-9.3%	1.3%	0.0%	-8.5%	6.8%	-2.9%
Cc1cc(C(=O)NNC(=O)Nc2ccc(Cl)cc2)no1	0.5%	0.4	46	15.3%	5.5%	1.5%	.	1.6%	.	.
S=C(NCc1ccc(Cl)cc1)Nc1ccccc1Cl	-0.6%	-2.2	59	27.0%	3.4%	0.2%	0.7%	-8.7%	6.2%	-1.4%
CNC(=O)c1c(NC(=O)C(C)C)sc2c1CCC2	0.3%	-0.3	54	15.9%	-4.7%	9.6%	0.2%	1.8%	11.8%	2.4%
CN(C(=O)COC(=O)c1n[nH]c2ccccc12)c1ccccc1	-0.7%	3.0	42	0.1%	1.3%	3.7%	-0.2%	1.7%	-1.3%	-15.3%
O=C(OCn1nnc2ccccc2c1=O)c1ccco1	0.0%	-1.2	85	10.9%	3.2%	2.3%	-0.9%	17.2%	4.2%	2.1%
CCC/C=C1/CCCOC(C(=O)NCc2ccc(S(C)(=O)=O)cc2)(C(F)(F)F)C1 (stereo unspecified)	-0.1%	-1.3	99	6.3%	.	-0.9%	1.9%	.	6.8%	-5.6%
C[C@H](NC(=O)c1nc[nH]c1C(=O)N[C@@H](Cc1ccccc1)C(=O)OCc1ccccc1)C(=O)OCc1ccccc1	0.3%	20.4	96	20.1%	2.8%	1.6%	0.2%	8.0%	10.7%	-4.8%
CC(=O)Nc1ccc(Nc2ccc(S(=O)(=O)C(F)(F)F)cc2[N+](=O)[O-])cc1	-0.8%	.	.	2.1%	0.4%	1.2%	-2.3%	-2.9%	0.5%	2.2%
Cc1ccc2c(c1)S/C(=C/c1ccc[n+](CCO)c1)N2C	-0.9%	-1.1	28	7.2%	4.1%	2.8%	-1.1%	-32.9%	5.0%	-10.9%
CCOC(=O)[C@H]1[C@H]2COc3ccc(OC)cc3[C@@H]2N2C(=O)c3ccc(F)cc3NC(=O)[C@@]12C	.	-4.0	80	4.5%	.	-1.5%	1.8%	.	6.2%	0.8%
